# GoLoco inh red = inhibitors of human Gai1-RGS12 GoLoco interaction (red fluorophore); P63096; Gai1:RGS12 GoLoco peptide FP, rhodamine, 10 min; Potency, µM (series often up to 61.6 µM), for the others: at the top dose activity, negative = inhibition, most hits filed as inhibitors; 230,000 tested, 0.44% active; AID 880; active = well fitted inhibition curve with a large enough effect, not every such curve was filed as active; inactive = no such curve, though single readings can be large or run the other way; note: % is set by controls: 0 for no effect and ±100 for the full control effect; nearly all actives have a fitted effect of over 30% in size; many of its hits are not listed in these tables
# Target sequence (P63096 whole entry, looked up): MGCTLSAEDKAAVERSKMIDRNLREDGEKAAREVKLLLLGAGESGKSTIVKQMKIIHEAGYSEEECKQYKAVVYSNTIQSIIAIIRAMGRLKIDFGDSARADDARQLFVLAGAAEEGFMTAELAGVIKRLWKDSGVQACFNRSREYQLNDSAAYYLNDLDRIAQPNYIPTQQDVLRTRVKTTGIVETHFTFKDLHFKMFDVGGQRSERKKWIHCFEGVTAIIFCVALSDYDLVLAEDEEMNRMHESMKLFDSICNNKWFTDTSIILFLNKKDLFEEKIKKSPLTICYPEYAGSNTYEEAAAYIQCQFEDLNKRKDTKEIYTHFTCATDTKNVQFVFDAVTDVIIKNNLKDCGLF
# GAA glycogen mod = GAA glycogen-cleavage inhibition or activation. Potency, µM (doses to about 76.4 µM), without a hit: at the highest dose activity change, negative = inhibition, most hits filed as inhibitors. 300,000 tested, 0.38% active. recombinant GAA, glycogen substrate, Amplex Red glucose oxidase fluorescence. P10253. AID 2100;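 note: 0% = full enzyme reaction and -100% = no-enzyme basal signal; the screen sought inhibitors and activators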
#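 Recombinant enzyme (4 nM final) with compounds titrated up to 77 uM and bovine liver glycogen (30 ug) in citrate pH 5.0, 0.01% Tween-20, 37 C 40 min. Released glucose detected by Amplex Red/glucose oxidase (Ex 573/Em 610); AC50 from Hill fits.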
# GAA spleen mod = inhibitors or activators of human alpha-glucosidase in spleen homogenate | P10253 | human spleen homogenate, 4-MU-alpha-glucoside fluorescence | Potency, µM (series often up to 79.9 µM), for inactives: at the highest dose activity change, negative = inhibition, most hits filed as inhibitors | 240,000 tested, 0.006% active | AID 2112;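 note: 0% = enzyme with vehicle and -100% = no enzyme basal signal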
#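 Compounds were titrated against alpha-glucosidase in spleen homogenate at pH 5.0, with 1 mM 4-methylumbelliferyl substrate for 40 min at 37 C. Reactions were quenched with pH 10 NaOH/glycine and fluorescence measured.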
# HTT cytoprotect = Huntington cell model cytoprotection by ATP luminescence | PC12 HTT-Q103 induced, cytoprotection, ATP luminescence, 40 h | 230,000 tested, 0.14% active | Potency, µM (highest dose often 56.4 µM), inactives show cytoprotection (ATP increase), most hits filed as activators | AID 1471;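 note: % of control where 0% means no effect; nearly all actives have a fitted effect of over 45% in size; toxic huntingtin expression switched on by the ecdysone agonist tebufenozide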
#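 Cells were plated at 1500 per well in phenol red-free DMEM with 5% equine and 5% calf serum. Tebufenozide (100 nM final) and compounds were added, then ATPlite reagent, and luminescence was read.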
# GAA inh = blocks human lysosomal alpha-glucosidase; P10253; purified human GAA, 4-MU-alpha-glucoside fluorescence; Potency, µM (top dose mostly 76.9 µM), inactives show at the highest dose activity change, negative = inhibition, hits mostly inhibitors; 200,000 tested, 0.005% active; AID 1466;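 note: plate controls were uninhibited enzyme wells for no effect and no-enzyme background for full effect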
#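 Fluorogenic assay: 4 nM human alpha-glucosidase with 400 uM 4-methylumbelliferyl-alpha-D-pyranoside in 50 mM citrate/phosphate, 0.005% Tween-20, pH 5.0, 20 min at room temperature. Compounds tested up to 77 uM; AC50 from Hill fits.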
# IMPase Li cell = IMPase inhibition in cells with lithium potentiation | AID 1457 | 210,000 tested, 0.35% active | CHO-M1 cells, IP1 TR-FRET (IP-One), carbachol + lithium | Potency, µM (series often up to 59.4 µM), without a hit: at the highest dose activity, negative = IMPase inhibition, hits mostly inhibitors;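 note: IP1 builds up when IMPase is blocked and the TR-FRET signal falls; plate controls were basal vehicle for no effect and high inhibitor control for full effect; nearly all actives have a fitted effect of over 50% in size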
#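 Readout is a homogeneous TR-FRET IP1 immunoassay (Ex 320, Em 665 and 620), where raised cytosolic IP1 lowers signal. Cells were CHO-M1 treated 30 min at 37C with test compounds plus a little lithium; AC50 values came from Hill-equation fitting.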
# HTT aggregate = reduces HttQ103-GFP aggregates in PC12 cells; Potency, µM (highest dose often 46.1 µM), for the others: at the highest dose activity change, negative = inhibition, usual class: inhibitors; 220,000 tested, 1.1% active; PC12 HttQ103-GFP aggregates, Acumen cytometry, 40 h; note: % is set by controls: 0 for no effect and ±100 for the full control effect; nearly all actives have a fitted effect of over 60% in size
#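 Ecdysone-promoter PC12 model expressing HTT exon 1 Q103 fused to GFP, induced by tebufenozide at 100 nM final. Compounds titrated; aggregates sized 1–25 µm scored on a 488 nm laser cytometer.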
# Active calls of the source: *; i = inactive; ? = inconclusive; nt = not tested or not shown; [ ] = dose if it differs, or a comment. Unless noted, calls come from the whole dose curve; as a rule, active = well fitted curve in the direction sought with a large enough effect; inconclusive = small, poorly fitted or top-dose-only effect, or another doubt; inactive = no such curve, though single readings can be large; an effect the other way counts as inactive or inconclusive. Potency is the fitted concentration of half-maximal effect. These rows are one share of the data; the hit share may differ from the screen's.
# Labels used below: A = GoLoco inh red; B = GAA glycogen mod; C = GAA spleen mod; D = HTT cytoprotect; E = GAA inh; F = IMPase Li cell; G = HTT aggregate
Cc1ccc(Cn2c(=N)c(C(=O)NCc3ccco3)cc3c(=O)n4ccccc4nc32)cc1
  A: 6%; B: 7%; C: -17%; D: 11%[10 µM]; E: 1%; F: 9%; G: 29%

COc1cnc(-c2ccccn2)nc1Sc1ccccc1
  A: 13%; B: 12%; C: -1%; D: -59%[inhibitor]; E: -5%; F: 18%; G: -18%

CCO[C@H]1OC(C(=O)N2CCN(Cc3ccccc3)CC2)=C[C@@H](c2ccccc2)[C@@H]1CCCO
  A: 2%; B: -6%; C: 4%; D: 20%[10 µM]; E: nt; F: -13%; G: 18%[9.22 µM]

COc1ccc(NC(=O)c2cc3c(=O)n4ccccc4nc3n2C)c(OC)c1
  A: 5%; B: -6%; C: -1%; D: -17%; E: -2%; F: -13%; G: -9%

Cc1onc(-c2c(Cl)cccc2Cl)c1-c1nnc(-c2ccc(Cl)cc2)o1
  A: 5%; B: 4%; C: -2%; D: 6%[10 µM]; E: -12%; F: nt; G: 7%[9.22 µM]

CCOC(=O)c1ccc(NC(=O)c2nc[nH]c2C(=O)N[C@@H](C)C(=O)OC(C)(C)C)cc1
  A: -3%; B: 1%; C: -4%; D: 18%[10 µM]; E: nt; F: nt; G: -12%[9.22 µM]

Cc1ccc(C)c(NC(=S)NNC(=O)c2csc(C(C)C)c2)c1
  A: 4%; B: -16%; C: -5%; D: 10%[10 µM]; E: -21%; F: 2%; G: -1%

CCO/C=C1/C(=O)N(Cc2ccccc2)C(=O)c2ccccc21
  A: -9%; B: 5%; C: 4%; D: 38%[10 µM]; E: -3%; F: 7%; G: -1%

CCN(CC)CCN(C(=O)Cn1nnc(-c2ccc(C)o2)n1)C(C(=O)NC(C)(C)C)c1cccs1 (configuration not stated)
  A: 12%; B: 9%; C: -1%; D: -4%[10 µM]; E: -4%; F: 12%; G: -9%[9.22 µM]

COc1ccc(S(=O)(=O)N2CCC(C(=O)N3CCc4ccccc4C3)CC2)cc1OC
  A: 12%; B: 2%; C: -24%; D: -11%; E: -7%; F: -6%[38.3 µM]; G: -6%

O=C(Nc1cccnc1)c1cccc(S(=O)(=O)N2CCOCC2)c1
  A: 1%; B: -5%; C: -12%; D: 2%; E: ?; F: -6%[38.3 µM]; G: 1%

Cc1ccc(N(Cc2cc3ccccc3[nH]c2=O)C(=O)c2ccco2)c(C)c1
  A: 2%; B: -2%; C: -4%; D: -4%; E: -5%; F: 47%[activator][38.3 µM]; G: -13%

Oc1ccc(Cl)cc1N=Cc1sc2ccccc2c1Cl
  A: 5%; B: 2.8µM*; C: 10%; D: 2.2µM*; E: 5%; F: -2%; G: ?

CCSc1nc2c(c(-c3ccc(C)o3)c1C#N)CCCC2
  A: 19%; B: 0%; C: -13%; D: 8%[10 µM]; E: -2%; F: 7%; G: -32%

C#CCOCCOCCOCCNc1nc(N2CCOCC2)nc(N2CCN(C(=O)[C@H](CCCCN)n3cc([C@@H](N)C(C)CC)nn3)CC2)n1 (some centres not stated)
  A: 0%; B: 13%; C: 2%; D: 0%[10 µM]; E: nt; F: -10%; G: -3%[9.22 µM]

CNC(=O)COC(=O)c1ccccc1C(=O)c1ccc(Cl)c([N+](=O)[O-])c1
  A: 11%; B: 6%; C: -7%; D: -35%[10 µM]; E: -4%; F: 12%; G: 28µM*

O=C(c1ccc(CS(=O)(=O)c2ccc(Br)cc2)o1)N1CCOCC1
  A: 8%; B: 10%; C: 4%; D: -10%; E: -13%; F: -4%[38.3 µM]; G: -16%

Cc1ccc(-c2nn(-c3ccccc3)cc2/C=C/C(=O)O)o1
  A: -22%; B: 3%; C: -1%; D: -62%[inhibitor]; E: -3%; F: -13%; G: 12%

O=C(Cc1c(F)cccc1Cl)NCC1CCCO1 (configuration not stated)
  A: -2%; B: ?; C: 4%; D: -5%; E: -1%; F: 24%[38.3 µM]; G: 6%

CC1(C)CC(=O)C=C(Nc2ccccc2NC(=O)c2cnccn2)C1
  A: 28%; B: -5%; C: -1%; D: -15%; E: -2%; F: 28%[38.3 µM]; G: -7%

O=c1[nH]cnc2sc3c(c12)CCCC3
  A: 5%; B: nt; C: -4%; D: 11%; E: 0%; F: 3%[38.3 µM]; G: 13µM*

Cc1ccc(OCC(=O)Nc2ccc3c(c2)CCC3)c([N+](=O)[O-])n1
  A: -10%; B: 0%; C: 1%; D: 7%[10 µM]; E: -9%; F: 26%; G: 20%

O=C(Nc1cccc2ccccc12)/C(Cl)=C/c1ccccc1
  A: 3%; B: -6%; C: -9%; D: -15%[10 µM]; E: 5%; F: 0%; G: -12%

O=C(c1csc2ccccc12)N1CCN(c2ccc(Cl)c(Cl)c2)CC1
  A: -1%; B: -6%; C: -6%; D: -54%[inhibitor]; E: -1%; F: 15%[38.3 µM]; G: ?

CCc1nnc(NC(=O)Cc2ccc(OC)c(OC)c2)s1
  A: 8%; B: 6%; C: 6%; D: nt; E: ?; F: -2%; G: nt

# The final two records of the part before are carried over, then new ones follow:
# Labels used below: A = GoLoco inh red; B = GAA glycogen mod; C = GAA spleen mod; D = HTT cytoprotect; E = GAA inh; F = IMPase Li cell; G = HTT aggregate
O=C(c1csc2ccccc12)N1CCN(c2ccc(Cl)c(Cl)c2)CC1
  A: -1%; B: -6%; C: -6%; D: -54%[inhibitor]; E: -1%; F: 15%[38.3 µM]; G: ?

CCc1nnc(NC(=O)Cc2ccc(OC)c(OC)c2)s1
  A: 8%; B: 6%; C: 6%; D: nt; E: ?; F: -2%; G: nt

O=S(=O)(NCCc1cn2ccccc2n1)c1ccc2c(c1)OCCO2
  A: 15%; B: -3%; C: -4%; D: 11%; E: -4%; F: 5%[38.3 µM]; G: -9%

CCCC[C@@H]1CN=C(N)N1CCc1cc(C(F)(F)F)cc(C(F)(F)F)c1
  A: 0%; B: 3%; C: -14%; D: -21%[10 µM]; E: nt; F: nt; G: -9%[9.22 µM]

CC(NC(=O)Cc1cccs1)C(c1cccs1)N1CCOCC1 (configuration not stated)
  A: 12%; B: 4%; C: -15%; D: 2%[10 µM]; E: 5%; F: 14%; G: 14%

O=C(NCCc1cn2ccccc2n1)c1cc(COc2c(F)cccc2F)on1
  A: 24%; B: ?; C: -3%; D: ?; E: ?; F: -5%; G: ?

Cc1cc(OCCCCOc2ccc(C#N)cc2)ccc1[N+](=O)[O-]
  A: -2%; B: -9%; C: -5%; D: 3%[10 µM]; E: nt; F: nt; G: -21%[9.22 µM]

COc1ccc(N2C(=S)N=C(Nc3ccccc3)C23CCCCC3)cc1
  A: 11%; B: -2%; C: -4%; D: -7%; E: 1%; F: 0%; G: -17%

C/C(CCc1ccccc1)=N/NC(=O)C(=O)NC(C)c1ccccc1 (configuration not stated)
  A: 7%; B: -2%; C: 3%; D: -15%; E: 2%; F: -10%; G: -16%

CCN(CC)CCNc1ncnc2c1[nH]c1ccc(OC)cc12
  A: 3%; B: -5%; C: 2%; D: -23%; E: -4%; F: 14%[38.3 µM]; G: -8%

CCOC(=S)SCc1cn2cccc(C)c2n1
  A: 11%; B: 1%; C: -19%; D: 1%; E: -7%; F: -4%; G: 5%

Cc1cccc(-c2cc(C(=O)Nc3ccc4c(c3)OCCO4)c3ccccc3n2)c1
  A: -8%; B: -4%; C: -7%; D: -19%; E: -7%; F: 4%[38.3 µM]; G: -5%

CC(C)(C)c1[nH]ncc1[N+](=O)[O-]
  A: 2%; B: -7%; C: -1%; D: -19%; E: 1%; F: 10%; G: -24%

COC(=O)CNC(=O)c1ccccc1F
  A: -1%; B: -1%; C: -3%; D: 6%; E: -6%; F: -11%[38.3 µM]; G: 7%

Cc1ccc(C)n1CCN1CCN(C(=O)c2ccc(Cl)cc2)CC1
  A: 15%; B: 0%; C: -8%; D: -10%[10 µM]; E: -9%; F: nt; G: 5%[9.22 µM]

COCc1cc(=O)[nH]c(/N=C(\N)Nc2ccc(Cl)c(Cl)c2)n1
  A: i; B: 0%; C: 5%; D: 16%[10 µM]; E: nt; F: nt; G: 7%[9.22 µM]

CCN(CC)C(=O)C(=O)N/N=C/c1cccs1
  A: 5%; B: 9%; C: -13%; D: 0%; E: 3%; F: 1%[38.3 µM]; G: -11%

Cc1ccc(CN2C(=O)CCC2(C)C(=O)NCc2cccnc2)cc1 (configuration not stated)
  A: -9%; B: -4%; C: -1%; D: 19%; E: -3%; F: 20%[38.3 µM]; G: 8%

Cc1ccccc1CN1CCN(CC(=O)NCc2ccco2)C1=O
  A: -3%; B: 7%; C: ?; D: -21%; E: -2%; F: 21%[38.3 µM]; G: ?

O=C1Nc2ccc([N+](=O)[O-])cc2C1=Nc1cccc(CO)c1
  A: 10%; B: -11%; C: -6%; D: -10%; E: 8%; F: 9%; G: 0%

COc1ccc(CCn2c(C)c(C(C)=O)c(C(C)=O)c2C)cc1OC
  A: 3%; B: 6%; C: -12%; D: -19%; E: 8%; F: 5%; G: 4%

COc1ccc(/C(=N\O)c2nccc3cc(OC)c(OC)cc23)cc1OC
  A: -1%; B: 0%; C: 1%; D: -29%; E: 4%; F: 1%; G: -16%

Cc1ccc(NS(=O)(=O)c2ccc3[nH]c(=O)sc3c2)cc1
  A: 7%; B: 4%; C: 7%; D: -31%; E: -3%; F: -15%; G: -18%

O=C(CC1N=C(Cc2ccccc2)NNC1=O)N/N=C/c1ccc([N+](=O)[O-])cc1 (configuration not stated)
  A: 3%; B: 16%; C: 0%; D: 3%[10 µM]; E: 8%; F: 7%; G: -14%[9.22 µM]

O=C(CSc1nnc(-c2ccccc2O)n1Cc1ccccc1)NNC(=O)c1ccccc1O
  A: 3%; B: 4%; C: 0%; D: 4%[10 µM]; E: 1%; F: -1%; G: ?

# Pulled by structure from the entries so far:
# Labels used below: A = GoLoco inh red; B = GAA glycogen mod; C = GAA spleen mod; D = HTT cytoprotect; E = GAA inh; F = IMPase Li cell; G = HTT aggregate
Cc1cccc(-c2cc(C(=O)Nc3ccc4c(c3)OCCO4)c3ccccc3n2)c1
  A: -8%; B: -4%; C: -7%; D: -19%; E: -7%; F: 4%[38.3 µM]; G: -5%

CC(C)(C)c1[nH]ncc1[N+](=O)[O-]
  A: 2%; B: -7%; C: -1%; D: -19%; E: 1%; F: 10%; G: -24%

COc1ccc(CCn2c(C)c(C(C)=O)c(C(C)=O)c2C)cc1OC
  A: 3%; B: 6%; C: -12%; D: -19%; E: 8%; F: 5%; G: 4%

Cc1ccc(CN2C(=O)CCC2(C)C(=O)NCc2cccnc2)cc1 (configuration not stated)
  A: -9%; B: -4%; C: -1%; D: 19%; E: -3%; F: 20%[38.3 µM]; G: 8%

# Source: PubChem
